# Pf growth 48h: Primary qHTS for delayed death inhibitors of the malarial parasite plastid, 48 hour incubation. hit rate 5.9% among 310,000. Potency, µM (top dose mostly 28.7 µM), for the others: at the top dose activity change, negative = inhibition, usual class: inhibitors. P. falciparum luciferase growth in erythrocytes, 48 h; further: potency means the concentration at half of the fitted maximal effect; on the % scale 0 is the no-effect control and ±100 the full control effect
#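 Firefly luciferase activity from engineered P. falciparum reports growth; inhibitors lower the luminescent signal. Cultures contained 2% hematocrit erythrocytes at 0.1% final parasitemia.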
# Sm TGR block: qHTS Assay for the Inhibitors of Schistosoma Mansoni Peroxiredoxins | Schistosoma mansoni thioredoxin glutathione reductase (TGR), Q962Y6 | purified TGR, DTNB reduction, TNB absorbance 405 nm | Potency, µM (top dose mostly 114 µM), for inactives: at the highest dose activity change, negative = inhibition, actives largely listed as inhibitors | hit rate 3% among 360,000 | AID 485364, 2010; further: potency means the concentration at half of the fitted maximal effect; on the % scale 0 is the no-effect control and ±100 the full control effect; nearly all actives have a fitted effect of over 60% in size
#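 First, TGR (20 nM dispensed) and NADPH were mixed with compound. Second, a 15 min room-temperature incubation followed. Third, further NADPH and then DTNB were added to start the reaction. Finally, TNB absorbance was monitored kinetically.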
# Pf growth 96h: Primary qHTS for delayed death inhibitors of the malarial parasite plastid, 96 hour incubation | P. falciparum luciferase reporter growth, 96 h | Potency, µM (top dose mostly 28.7 µM), inactives show at the top dose activity change, negative = inhibition, most hits filed as inhibitors | hit rate 6.9% among 320,000; further: potency means the concentration at half of the fitted maximal effect; on the % scale 0 is the no-effect control and ±100 the full control effect
#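 Luminescence readout: decreased luciferase signal marks inhibited growth of reporter-expressing P. falciparum in infected red cells (2% hematocrit, 0.05% parasitemia final), exposed to compound two generations (96 h, 37 C, 5% CO2).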
# Cycloheximide cs: Cycloheximide Counterscreen for Small Molecule Inhibitors of Shiga Toxin; cell reporter, cycloheximide protein synthesis inhibition counterscreen; max response, %; hit rate 12% among 300,000; AID 2314, 2010; in the data active means max response mostly above about 13%, no sharp cut-off; inactive means mostly below about 14%; further: read at 38.3 µM for the half of the compounds with a filed dose; 0% is about no effect
# Giardia FBPA inh: qHTS Assay for Inhibitors of Fructose-1,6-bisphosphate Aldolase from Giardia Lamblia. Potency, µM (series often up to 59.6 µM), inactives show top-dose activity, negative = inhibition, hits mostly inhibitors. purified Giardia FBPA. AID 2451, 2010. hit rate 0.71% among 290,000; further: potency means the concentration at half of the fitted maximal effect; on the % scale 0 is the no-effect control and ±100 the full control effect; nearly all actives have a fitted effect of over 55% in size
# Target sequence (A8B2U2 whole entry, looked up): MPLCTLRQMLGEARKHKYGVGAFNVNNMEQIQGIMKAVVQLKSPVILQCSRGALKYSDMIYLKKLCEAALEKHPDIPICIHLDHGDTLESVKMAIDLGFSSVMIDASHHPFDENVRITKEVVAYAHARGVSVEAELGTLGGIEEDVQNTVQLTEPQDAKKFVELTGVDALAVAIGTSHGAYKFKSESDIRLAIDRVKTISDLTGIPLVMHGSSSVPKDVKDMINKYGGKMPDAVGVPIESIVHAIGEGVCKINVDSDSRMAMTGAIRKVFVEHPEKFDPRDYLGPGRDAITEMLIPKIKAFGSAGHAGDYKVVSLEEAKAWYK
#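 Giardia FBPA (40 nM reagent) was preincubated 10 min at RT with compound (up to 57.5 uM final), then substrate plus GAPDH/TPI/NAD/arsenate coupling system with diaphorase/resazurin was added; resorufin fluorescence (525/598 nm) was read after 20 min.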
# Shiga toxin inh: A qHTS for Small Molecule Inhibitors of Shiga Toxin | hit rate 9.2% among 290,000 | inhibition, % at 38.7 µM | Vero cells, Shiga toxin protein synthesis inhibition reporter; in the data active means inhibition mostly above about 28%, no sharp cut-off; inactive means mostly below about 43%; further: 0% is about no effect
# * marks the source's active call; other numbers are inactive results; ? = inconclusive; . = not tested or not shown; [ ] = remark or other dose. Unless noted, the call rests on the fitted dose curve; in most records, active means well fitted curve in the direction sought with a large enough effect; inconclusive means small, poorly fitted or top-dose-only effect, or another doubt; inactive means no such curve, though single readings can be large; an effect the other way counts as inactive or inconclusive.
SMILES,Pf growth 48h,Sm TGR block,Pf growth 96h,Cycloheximide cs,Giardia FBPA inh,Shiga toxin inh
COc1cccc(C(=O)N(C)C(C)c2nc3ccccc3s2)c1 (stereo unspecified),4%,4%,-2%,4,11%,1
CCC1CCCCN1CCCNC(=O)c1ccc2c(=O)n(Cc3ccc(OC)cc3)c(=O)[nH]c2c1 (stereo unspecified),.,-4%,?,-6,1%,-6
Cc1ccc(CNC(=O)C(=O)NCCC2CCCCN2S(=O)(=O)c2ccc(C)cc2)cc1 (stereo unspecified),?,-3%,0%,.,.,.
O=c1[nH]nc(SCCS(=O)(=O)c2ccc(F)cc2)n1-c1ccc2c(c1)OCCO2,6%,-34%,6%,2,3%,1
O=C(O)c1ccc(C(=O)O)c(C(=O)c2ccccc2)c1,.,-1%,4%,-4,9%,15
O=C1CCC(=O)N1c1ccc(NCc2ccccc2Cl)c([N+](=O)[O-])c1,7%,-3%,3%,-3,2%,-12
CC1CCCCN1CC(=O)Nc1ccc(N2CCCCCC2)cc1 (stereo unspecified),?,6%[57.1 µM],27%,31,?,29
CCC(=O)Nc1cc(-c2nn(C)c(=O)c3ccccc23)ccc1N1CCCCC1,5.2µM*,-21%,75%[activator],-3,0%,-3
COc1ccc(/C=C2/CCOC2=O)cc1,20%,-1%,31%[activator],18*,8%,-2
O=C(O)C1CCCCC1C(=O)NCc1cn2ccccc2n1 (stereo unspecified),9%,-9%,17%,-3,2%,3
O=C(NC1CCCC1)C1CC(=O)N(c2ccc(F)c(Cl)c2)C1 (stereo unspecified),-18%,3%,27%,-6,.,-10
CC(NC(=O)C1CCCN(S(=O)(=O)c2ccc(-n3cnnn3)cc2)C1)c1ccc(F)cc1 (stereo unspecified),3%,4%,-25%,2,.,-6
CCOc1cccc2cc(C(=O)NCc3ccc(OC)cc3)c(=N)oc12,?,-1%,10µM*,-2,-1%,8
CC(C)(C)NC(=O)c1ccc(NC(=O)CSc2ccccc2)cc1,-19%,.,9%,15*,1%,28
COc1ccccc1N(Cc1ccccc1)S(=O)(=O)c1cccc(C(=O)NC2CC(C)(C)NC(C)(C)C2)c1,5.9µM*,0%,4.7µM*,.,.,.
CSc1ncc(CN2CCN(C3CCCCC3)C(CCO)C2)cn1 (stereo unspecified),5%,7%,?,2,-2%,3
COc1ccc2cc3c(N)nn(C(=O)C4CCC(C(C)(C)C)CC4)c3nc2c1 (stereo unspecified),?,-16%,?,-5,-4%,-15
COc1cc(NC(=O)CCc2ccccc2)c(C(=O)O)cc1OC,.,0%[11.4 µM],?,-5,10%,-15
CCc1ccccc1-n1c(-c2ccncc2)n[nH]c1=S,?,-7%,.,6,7%,-8
COC(=O)/C=C1\SC(=NC(=O)c2ccc(OC)cc2)NC1=O,-1%,-14%,?,6,5%,-7
Cc1ccc(-c2nn(-c3cc(Cl)ccc3[N+](=O)[O-])c(=O)c3ccccc23)cc1C,5.2µM*,-6%,?,-1,-4%,-4
O=C(CSc1ncnc2c1oc1ccccc12)NCc1ccc(F)cc1,.,1%,31%[activator],-3,7%,-7
CC1(NC(=O)c2cccc(S(=O)(=O)N3CCN(c4ccccc4)CC3)c2)CCS(=O)(=O)C1 (stereo unspecified),?,-15%,6%,.,.,.
CCOC(=O)c1[nH]c2ccc(C)cc2c1N=CN(CC)CC,0%,-17%,32%[5.75 µM],7,0%,36
COc1cccc(-c2nn(Cc3ccccc3)cc2C(=O)O)c1,-1%,2%,10%,3,1%,25
CCNc1nc(Cl)nc(-c2cn(-c3ccccc3)c3ccccc23)n1,?,0%,5%,11,-11%,-10
CCC(=NCCc1c(C)[nH]c2ccc(C)cc12)C1=C(O)CC(c2ccccc2)CC1=O (stereo unspecified),?,-5%,?,-5,-4%,-13
COc1ccc(C2(C)NC(=O)N(CC(=O)Nc3c(C)n(C)n(-c4ccccc4)c3=O)C2=O)cc1 (stereo unspecified),9%,-3%,26%,.,.,.
COc1cc(/C=C/C(=O)NC(C)C2CC3CCC2C3)cc(OC)c1OC (stereo unspecified),?,4%,?,19*,-8%,101*
Cc1[nH]c2ccccc2c1SCc1n[nH]c(=S)n1C,9%,1%,0%,0,-11%,6
N#Cc1ccc(CSc2nnc(-c3c[nH]c4ccccc34)n2-c2ccccc2)cc1,?,.,?,-2,0%,2
Cc1ccc(-c2csc3ncn(CC#N)c(=O)c23)cc1C,9%,-1%,-14%,9,-23%,25
O=C(NCC(=O)N(CC1CCCO1)C(C(=O)NC1CCCCC1)c1ccc(F)cc1)c1ccco1 (stereo unspecified),?,-30%,0%[5.75 µM],-2,7%,-10
COCCn1nnnc1CN1CCN2CCCC2C1 (stereo unspecified),14%,5%,.,-4,-1%,-6
CS(=O)(=O)N1CCN(c2ccc(NC(=S)NC(=O)c3cccs3)cc2)CC1,26%,-12%,-16%,16*,15%,17
CC1(C)C2CCC1(CS(=O)(=O)N1CCN(c3ccccc3F)CC1)C(=O)C2 (stereo unspecified),12%,1%,45%[activator],11,3%,-6
COCCn1ccc2c(OCC(=O)NCCc3ccccc3)cccc2c1=O,?,5%,?,.,.,.
COC(=O)N/N=C/c1ccccc1OCCOc1ccc(OC)cc1,1%,9%,-7%,14,-13%,33
Cc1c(CNC(=O)c2nn3c(c2Cl)NC(c2ccccc2)CC3C(F)(F)F)cnn1C (stereo unspecified),?,-15%,59%[activator],-6,-2%,-15
COc1ccc(-c2cccc(NS(=O)(=O)c3cc([N+](=O)[O-])c(C)c([N+](=O)[O-])c3)c2)nn1,20%,-10%,31%[activator],.,.,.
O=C(CN(C(=O)CCC(=O)Nc1ccccn1)c1ccc(F)cc1)NCCc1ccccc1,-9%,-5%,-17%,-4,14%,-2
COCCN(C(=O)c1cc(-c2ccncc2)nc2ccccc12)c1c(N)n(CC(C)C)c(=O)[nH]c1=O,23%,-2%,5%,.,.,.
COc1ccc(/C=C/C(=O)NCCc2ccc(OC)c(OC)c2)cc1,?,6%,-24%,1,-15%,-8
O=C(c1ccc(S(=O)(=O)N2CCOCC2)cc1)N1CCN(c2ccccn2)CC1,-4%,4%,?,5,3%,7
C=CCN(c1ccc(C(=O)Nc2cccc(C)c2)cc1)S(C)(=O)=O,14%[5.75 µM],-4%,28%[5.75 µM],12,-3%,20
CN(CC(=O)Nc1ccc(F)c(F)c1F)C(=O)C1CC(=O)N(c2ccc3c(c2)OCCO3)C1 (stereo unspecified),2%,-20%,-9%,.,.,.
C=CCn1c(SCc2c(C)noc2C)nc2sc3c(c2c1=O)CCCCC3,1.9µM*,6%,.,-3,0%,-7
COc1ccc(OCC(=O)Nc2nc3c(s2)CCCC3)cc1,18%,-1%,3%,36*,.,68*
COc1ccc(C2=NOC(C(=O)NCc3ccco3)C2)cc1 (stereo unspecified),54%[activator],21%,.,27*,0%,72
CC(C)CNC(=O)CC1Nc2ccccc2NC1=O (stereo unspecified),-1%,-8%,?,-2,-2%,-8

# More compounds follow.
SMILES,Pf growth 48h,Sm TGR block,Pf growth 96h,Cycloheximide cs,Giardia FBPA inh,Shiga toxin inh
COc1cc(/C=N/Nc2nc(N3CCCC3)nc(N3CCCC3)n2)ccc1O,?,2%,.,1,4%,23
CC#CP(=O)(OC)C(O)(CF)c1ccccc1 (stereo unspecified),-1%,-25%,7%,-5,0%,-17
O=C(N/N=C/c1ccncc1)c1cccc([N+](=O)[O-])c1,9%,2%,0%,6,-5%,17
CC(O)Cn1nc([N+](=O)[O-])nc1N (stereo unspecified),83%[activator],-9%,4%,4,-2%,-2
COc1ccccc1C(CNC(=O)c1cccc(NS(=O)(=O)c2ccc(C)c(F)c2)c1)N1CCCC1 (stereo unspecified),13µM*,-4%,12µM*,.,.,.
Cn1c2c(c(=O)[nH]c1=O)C(NC(=O)c1ccco1)(C(F)(F)F)C(=O)N2 (stereo unspecified),-9%,-7%,-1%,-2,-3%,-15
CCc1ccc(-n2c(SCC(=O)N3Cc4ccccc4CC3C(=O)O)nnc2-c2ccncc2)cc1 (stereo unspecified),-10%,2%,?,3,-12%,-4
O=C(COC(=O)c1ccc(F)c(S(=O)(=O)N2CCOCC2)c1)NCc1ccco1,11%,-20%,12%,1,.,-31
CCOC(=O)CC1C(=O)NCCN1S(=O)(=O)c1ccc(C)cc1 (stereo unspecified),-3%,-9%,?,1,2%,-22
O=C(Cn1c(=O)oc2cc(S(=O)(=O)N3CCOCC3)ccc21)N1CCc2ccccc2C1,.,0%,40%[activator],-7,2%,-50
CC(=O)N1c2ccc(S(=O)(=O)N(C)Cc3ccco3)cc2CC1C (stereo unspecified),5%,-27%,37%[activator],-2,1%,-11
N=c1n(CC(=O)O)c2ccccc2n1Cc1ccccc1Cl,8%,1%,59%[activator],-5,9%,-11
CCOC(=O)n1c(=O)n(Cc2ccccc2)c2ccccc21,9%,2%,0%,-4,0%,-3
Cc1ccc(Cc2cnc(N3C(=N)SC(c4ccccc4)C3=O)s2)cc1 (stereo unspecified),5%,-7%,9.3µM*,1,14%,22
COc1ccc(S(=O)(=O)NNc2nc(C)cc(C)n2)cc1[N+](=O)[O-],2%,1%,?,-1,.,7
COc1ccc(-c2nc(N)nc(C(F)(F)F)c2-c2ccccc2OC)c(O)c1,?,-7%,?,-4,2%,-7
CCN(CC)CCn1c(NS(=O)(=O)c2ccc(C)cc2)nc2ccccc21,-18%,?,10µM*,.,.,.
O=C(O)CCCN1C(=O)C(=O)/C(=C(/O)c2ccccc2)C1/C=C/c1ccccc1 (stereo unspecified),21%,0%,64%[activator],-3,-4%,25
O=C(CSc1nnc(Cn2c(=O)sc3ccccc32)n1-c1ccccc1)N1CCOCC1,?,-14%,42%[activator],10,-3%,3
CCOc1cccc2sc(Nc3nc4ccc(NC(C)=O)cc4s3)nc12,?,2%,?,27*,-10%,58*

# By substructure: the compounds so far containing a tert-butyl group (2)
SMILES,Pf growth 48h,Sm TGR block,Pf growth 96h,Cycloheximide cs,Giardia FBPA inh,Shiga toxin inh
CC(C)(C)NC(=O)c1ccc(NC(=O)CSc2ccccc2)cc1,-19%,.,9%,15*,1%,28
COc1ccc2cc3c(N)nn(C(=O)C4CCC(C(C)(C)C)CC4)c3nc2c1 (stereo unspecified),?,-16%,?,-5,-4%,-15

# A different layout for 5 compounds above.
canonical_smiles	Pf growth 48h	Sm TGR block	Pf growth 96h	Cycloheximide cs	Giardia FBPA inh	Shiga toxin inh
COc1ccc(C2=NOC(C(=O)NCc3ccco3)C2)cc1 (stereo unspecified)	54%[activator]	21%	.	27*	0%	72
CC1(NC(=O)c2cccc(S(=O)(=O)N3CCN(c4ccccc4)CC3)c2)CCS(=O)(=O)C1 (stereo unspecified)	?	-15%	6%	.	.	.
COc1cc(/C=N/Nc2nc(N3CCCC3)nc(N3CCCC3)n2)ccc1O	?	2%	.	1	4%	23
CCOC(=O)c1[nH]c2ccc(C)cc2c1N=CN(CC)CC	0%	-17%	32%[5.75 µM]	7	0%	36
Cn1c2c(c(=O)[nH]c1=O)C(NC(=O)c1ccco1)(C(F)(F)F)C(=O)N2 (stereo unspecified)	-9%	-7%	-1%	-2	-3%	-15

# Other results.
SMILES,Pf growth 48h,Sm TGR block,Pf growth 96h,Cycloheximide cs,Giardia FBPA inh,Shiga toxin inh
S=C1SCN(CC2CC2)CN1CC1CC1,?,11%,5.2µM*,-3,?,-11
COn1c(SC(C)C)nc2ccccc2c1=O,28%,33%,6%,11,6%,32
O=C(CNC(=O)c1ccccc1F)N/N=C/c1cccs1,121%[activator],-11%,-25%,30*,-8%,53*
Nc1nc(N2CCN(Cc3ccccc3)CC2)n[nH]1,36%[activator],.,18%,3,-4%,-17
CN(C(=O)c1ccc(NC(=O)Cc2cccc([N+](=O)[O-])c2)cc1)C1CC1,46%[activator],2%,-15%,.,.,.
